Source: PubChem BioAssay
Keap1-Nrf2 PPI: Keap1-Nrf2 (human) interaction inhibition; Q14145; Keap1 Kelch-Nrf2 peptide fluorescence polarization, 1536-well; inhibition, % at 9.4 µM; hit rate 0.15% among 340,000; AID 504523; in the data active means inhibition above about 12%;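 further: human Keap1 Kelch domain with fluorescein labeled Nrf2 9mer peptide probe; 0% = neutral control wells and 100% = peptide positive control; higher means more block of Keap1 binding to Nrf2 peptide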
cardiac RTF act: increases calcium sensitivity of human cardiac regulated thin filaments; IANBD-labeled TnC RTF fluorescence at EC20 calcium; 0% EC20 calcium, 100% full calcium; P19429+P45379; hit rate 0.24% among 340,000; activation, % at 7.2 µM;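 active means activation above the mean over all tested compounds plus 3 SD, cut at about 30% in these data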;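 further: rise in fluorescence read as greater calcium sensitivity of cardiac thin filaments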
C-LANA FP: inhibitors of KSHV LANA C-terminal domain DNA binding. inhibition, % at 9 µM. hit rate 0.078% among 340,000. MBP-C-LANA/FAM-LBS DNA binding, fluorescence polarization. AID 504423;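 active means highest replicate inhibition at or above 60% at 9 µM, even if other replicates fall short; inactive means all replicates below 60% inhibition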;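 further: 0% = neutral control wells and 100% = 4 µM acridine orange control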
RTF Ca sens inh: cardiac RTF calcium desensitization | P19429+P45379 | hit rate 0.12% among 340,000 | AID 493244 | inhibition, % at 7.15 µM | IANBD-labeled cardiac RTF, Ca2+ fluorescence;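 active means inhibition above the mean inhibition of all tested compounds plus 3 SD, cut at about 17% in these data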;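 further: assay run at fixed EC70 calcium of 1.6 mM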
V-ATPase pHluor: yeast V-ATPase proton transport regulation by pHLuorin | hit rate 0.37% among 350,000 | AID 504577 | response, % at 10 µM | S. cerevisiae, pHLuorin cytosolic pH fluorescence; in the data active means response mostly above about 7.3%, no sharp cut-off; inactive means mostly below about 5.4%; further: actives read high; inactives centre near 0; some compounds called inactive have numbers as strong as hits; reference of the scale not given here
MOR-DOR inv ag: inverse agonists of human mu-delta opioid receptor heterodimerization | P35372+P41143 | cell-based MOR-DOR heterodimer luminescence, inverse agonism | inhibition, % at 9.3 µM | hit rate 0.21% among 340,000 | AID 504357; in the data active means inhibition above about 22%, passing the limit was not always enough;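 further: 0% = cells with DMSO and 100% = wells without cells with DMSO; values of inactives mirror those of a sister screen read the other way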
Target sequence (P35372 whole entry, looked up): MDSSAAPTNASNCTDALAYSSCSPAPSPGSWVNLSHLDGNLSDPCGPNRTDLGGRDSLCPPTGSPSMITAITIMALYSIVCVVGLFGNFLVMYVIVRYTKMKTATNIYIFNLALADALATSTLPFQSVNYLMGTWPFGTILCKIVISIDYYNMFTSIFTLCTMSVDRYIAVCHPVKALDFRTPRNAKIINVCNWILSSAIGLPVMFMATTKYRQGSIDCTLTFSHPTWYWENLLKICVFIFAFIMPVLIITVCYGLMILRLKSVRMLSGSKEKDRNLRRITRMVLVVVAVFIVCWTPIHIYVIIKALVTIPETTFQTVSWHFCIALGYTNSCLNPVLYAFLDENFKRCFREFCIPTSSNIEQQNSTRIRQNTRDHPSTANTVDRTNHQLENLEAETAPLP
Target sequence (P41143 whole entry, looked up): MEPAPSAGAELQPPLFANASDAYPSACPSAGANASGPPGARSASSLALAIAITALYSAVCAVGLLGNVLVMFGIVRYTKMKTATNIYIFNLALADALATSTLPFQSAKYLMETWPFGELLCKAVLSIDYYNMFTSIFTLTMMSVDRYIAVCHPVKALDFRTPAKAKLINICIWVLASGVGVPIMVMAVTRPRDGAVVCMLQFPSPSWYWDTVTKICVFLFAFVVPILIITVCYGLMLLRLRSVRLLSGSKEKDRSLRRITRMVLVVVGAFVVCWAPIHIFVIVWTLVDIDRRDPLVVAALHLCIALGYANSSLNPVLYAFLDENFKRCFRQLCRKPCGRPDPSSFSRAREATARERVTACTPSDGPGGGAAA
Arr AP2 block: inhibitors of human beta-arrestin and AP2 interaction | hit rate 0.31% among 340,000 | inhibition, % at 10 µM | FITC-arrestin peptide / GST-AP2 beads, flow cytometry; AP2 beta2 appendage carries R879A mutation;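 active means inhibition above a set limit, near 3 SD of compounds lacking own fluorescence, cut at about 54% in these data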;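 further: plate controls were DMSO wells for no effect and 5 µM unlabelled arrestin peptide for full effect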
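Material – GST-tagged AP2 beta2-adaptin appendage (R879A) on 4 µm glutathione beads · Probe or stimulus – fluorescein-tagged arrestin peptide at 50 nM final · Timing – 12 min plus 1 h, RT · Detection – bead flow cytometry, FITC channel · Read-out basis – inhibition as reduced fluorescein signal on beads, percent · Medium – PBS plus Tween 20 (0.05%) and BSA (0.1%)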
Wnt bcat act: activators of Wnt/beta-catenin signaling; Wnt/beta-catenin reporter cell assay, activator, plate reader; activation, % at 9.35 µM; hit rate 1.2% among 300,000; AID 743398; in the data active means activation above about 30%, passing the limit was not always enough;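 further: 0% = neutral control wells and 100% = positive control wells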
DSG3 Ab inh: inhibitors of pemphigus antibody binding to human desmoglein-3. P32926. AID 588358. DSG3-coupled beads, scFv-anti-DSG3-GFP binding, flow cytometry; active compounds read low. binding (percent of control), % at 10 µM. hit rate 0.48% among 310,000;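 active means binding more than 3 SD below its plate's average and above zero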;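 further: hits lower antibody fragment binding to DSG3; some compounds called inactive have numbers as strong as hits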
MOR-DOR ag: OPRM1-OPRD1 heterodimerization agonism | cells, luminescence | AID 504326 | P35372+P41143 | hit rate 0.3% among 340,000 | activation, % at 9.3 µM; in the data active means activation above about 18%;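 further: 0% = vehicle-treated cells and 100% = reference agonist; values of inactives mirror those of a sister screen read the other way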
* = called active by the depositor; . = not tested or not shown.

The line under a structure holds: MOR-DOR inv ag, RTF Ca sens inh, Wnt bcat act, cardiac RTF act, V-ATPase pHluor, MOR-DOR ag, C-LANA FP, DSG3 Ab inh, Keap1-Nrf2 PPI, Arr AP2 block
- COc1ccccc1CCNC(=O)c1csc2c1CCCC2
    1, 4, -1, 7, -4, -0.1, -0.2, 122, -1, 3
- O=C(CCCc1ccccc1)Nc1ccnn1C1CCN(Cc2ccc(Cl)cc2)CC1
    -8, 2, -3, -3, -1, 1.6, 0.2, 114, 0, -23
- CCOC(=O)N1CCC(N2C(=O)c3ccccc3C2Nc2cc(C)cc(C)c2)CC1 (centres undefined)
    8, -4, -4, 9, -7, -1.5, -0.8, 89, 0, 10
- C=CCn1c(SCC(=O)Nc2cc(C)on2)nnc1-c1ccccc1F
    10, -1, -4, -5, 1, -2.0, 0.7, 91, -6, -5
- CCOC(=O)Cn1cnc2c(nnn2-c2ccc(F)cc2)c1=O
    1, -8, -2, 3, 0, -0.2, 1.0, 101, 3, -7
- Cc1ccc(C)c(OCc2cc(C(=O)N3CCN(c4ccccc4C)CC3C)no2)c1 (centres undefined)
    -17, -2, 2, -2, 0, 3.0, -0.2, 107, -10, -1
- Cc1cc(C)n2nc(C(=O)Nc3ccc(S(=O)(=O)N4CCCC4)cc3)nc2n1
    8, -5, -1, 9, 0, -1.5, 0.5, 95, -4, -14
- COc1ccc(OC)c(CNS(=O)(=O)c2cn(C)cn2)c1
    19, 3, -1, -1, 1, -3.6, -1.1, 96, 4, -7
- O=C(Nc1nc(-c2ccccc2)c(-c2ccccc2)o1)c1ccc(F)cc1
    3, -5, -6, -4, 0, -0.6, -0.7, 100, -1, 8
- Cc1cc(OCC(=O)N(C(C)C)C(C)C)cc(C)c1Br
    -12, 1, -1, -3, -3, 2.0, -1.4, 101, -3, 32
- COc1ccc(-c2ccc(C(=S)N3CCN(C(C)=O)CC3)o2)cc1
    -1, -18, -2, 2, -2, 0.2, -0.4, 86, -6, -9
- CCN(c1ccccc1)S(=O)(=O)c1ccc(C(=O)NCCCN2CCOCC2)cc1
    9, 2, -3, 0, -1, -2.3, -0.4, 112, -1, 17
- COc1ccccc1/C=C/C(=O)N1CCOCC1
    12, -3, 2, 0, -4, -2.2, 1.5, 93, 1, 10
- O=C(C1=C[C@@H](c2ccc3c(c2)OCO3)C[C@@H](OCCCCO)O1)N1CCOCC1
    6, -2, -4, -2, 4, -1.1, -0.1, 103, 1, 17
- O=C(c1nc2ccc(Cl)cn2c1CNCCn1ccnc1)N1CCCCCCC1
    9, -7, -2, -3, 0, -1.3, 1.3, 103, -4, -1
- CCOC(=O)C1C(=O)NC(c2ccccc2)=NC1c1ccc(F)cc1 (centres undefined)
    9, -6, ., 0, -2, -2.1, 0.9, ., 2, -6
- O=[N+]([O-])c1cccnc1Sc1ccc(Cl)cc1
    -21, -3, 0, 1, -2, 4.7, -2.4, 96, 5, -17
- COc1cccc(CNCc2ccc(OC)cc2OC)c1
    7, -8, -2, -1, 3, -1.3, 0.1, 107, -1, 11
- CCn1c(=NC(=O)CSC(C)=O)sc2cc(OC)ccc21
    0, -1, 1, -4, 1, 0.0, -0.8, 81, 0, 18
- Cc1cc(NO)c(C(C)C)cc1N=O
    22, -8, -6, -6, 7, -4.6, 0.4, 109, 3, 23
- COc1ccc(N/C=C2\C(=O)CCc3c2oc2cc(Cl)c(O)c(Cl)c32)cc1
    14, -28, 0, 100*, 2, -2.9, 3.3, 103, -2, -22
- COc1ccc([N+](=O)[O-])c(S(=O)(=O)c2ccccc2)n1
    ., ., -13, ., 9, ., ., 103, ., 42
- O=C(CSc1ccc2nnc(-c3ccc(F)cc3)n2n1)N1CCCc2ccccc21
    5, 4, -1, -6, -5, -1.0, 1.1, ., 2, 14
- CCOc1ccc(C2=CSC3=NCCN23)cc1[N+](=O)[O-]
    13, 0, 0, -2, -3, -2.7, -4.5, 99, -5, 4
- CCc1nc(C)cn1S(=O)(=O)c1cc(Br)c(C)cc1OC
    13, 1, ., -3, -5, -3.1, 0.2, 107, 2, -6
- O=C(NCc1ccco1)c1cc2cc(Br)ccc2o1
    -2, 3, 6, 2, -3, 0.6, 1.2, 113, -7, -9
- O=S(=O)(Nc1nc2ccccc2nc1NCC1CCCO1)c1cccs1 (centres undefined)
    18, 0, ., 2, -7, -3.0, -1.8, ., 0, 2
- CN(C)c1ccc(/C=C(\NC(=O)c2ccccc2)C(=O)N/N=C/c2ccc(C(=O)O)cc2)cc1
    12, -30, -3, 5, -1, -1.5, -0.7, ., -19, 0
- COc1ccc2cc(C(=O)NCc3ccccc3)[nH]c2c1
    10, -10, 6, 10, 0, -2.3, 0.7, 96, 4, -8
- O=C(NS(=O)(=O)Nc1ccc(Br)cn1)c1c[nH]c2ccccc12
    14, -7, 0, -1, 1, -2.8, 0.4, 102, 5, -1
- O=C(N/N=C/c1ccc(N2CCOCC2)cc1)c1ccccc1NS(=O)(=O)c1cccs1
    0, -2, 3, 3, -3, 0.0, 1.5, 118, 0, -1
- C#Cc1ccc(CN2CCN(Cc3ccsc3)C(CCO)C2)cc1 (centres undefined)
    -7, -5, -1, -4, -2, 1.4, 0.3, 121, 1, 10
- CCOc1ccc(NC2OC(C)C(O)C(O)C2O)c([N+](=O)[O-])c1 (centres undefined)
    8, -5, 0, 4, -1, -1.5, -2.4, 80, -3, -18
- O=C(CC1C(=O)NCCN1C(=O)Nc1ccccc1)Nc1cccc(Cl)c1 (centres undefined)
    10, 5, 0, 6, 0, -2.0, 0.1, 98, -1, 43
- Cc1[nH][nH]c(=O)c1C(c1ccc(-c2ccc(Cl)c(C(=O)O)c2)o1)c1c(C)[nH][nH]c1=O
    15, 2, 0, 0, 2, -2.6, 45, 128, 1, 3
- Cc1ccccc1C1CC(=O)Oc2cc(O)ccc21 (centres undefined)
    5, -63, ., 39*, 1, -1.0, 33, 100, 10, 30
- O=C(NCC1CCCN(C(=O)Cc2ccccc2Cl)C1)c1ccc(F)cc1 (centres undefined)
    13, 1, 1, -3, -3, -2.5, 2.0, 96, -1, -3
- COc1cc(NC(=O)CN2C(=O)c3ccccc3S2(=O)=O)cc(OC)c1
    3, -6, -3, 7, -6, -0.9, -1.1, 100, 2, 11
- Cc1cccc(/C(N)=N/OC(=O)c2ccoc2C)c1
    -21, 7, 19, 6, 3, 3.8, -1.4, 116, 1, 11
- COc1cc(CCC(=O)OCC(=O)NCc2ccccc2)cc(OC)c1OC
    8, 7, -1, -1, -3, -1.5, -1.1, 96, 1, 4

The closing 2 entries of the section before lead into the next.
The line under a structure holds: MOR-DOR inv ag, RTF Ca sens inh, Wnt bcat act, cardiac RTF act, V-ATPase pHluor, MOR-DOR ag, C-LANA FP, DSG3 Ab inh, Keap1-Nrf2 PPI, Arr AP2 block
- Cc1cccc(/C(N)=N/OC(=O)c2ccoc2C)c1
    -21, 7, 19, 6, 3, 3.8, -1.4, 116, 1, 11
- COc1cc(CCC(=O)OCC(=O)NCc2ccccc2)cc(OC)c1OC
    8, 7, -1, -1, -3, -1.5, -1.1, 96, 1, 4
- CCCc1[nH]n(-c2nc3ccccc3s2)c(=O)c1C=NCC1CCCO1 (centres undefined)
    22, 7, 2, 1, -3, -4.5, 0.5, 100, -2, 1
- c1nc(N2CCCC2)c2[nH]cnc2n1
    13, -2, ., -2, 3, -2.4, 0.2, 97, -1, -4
- O=C(O)c1ccc(/C=N/NC(=O)c2ccc(Br)cc2)cc1
    -2, 2, ., 2, 3, 0.5, -0.7, 102, 1, 3
- OC(CNCCCCNCC(O)C(F)(F)F)C(F)(F)F (centres undefined)
    4, -10, -1, 1, 0, -0.7, 1.4, 101, 3, 1
- CC(=O)Nc1ccc(S(=O)(=O)N2CCC(c3nc4ccccc4[nH]3)CC2)cc1
    -5, -12, ., -3, 4, 0.9, -1.0, 104, -2, 1
- CCCCNCCOCCSc1ccc(Cl)cc1
    -13, -12, ., 1, 4, 2.5, -0.5, 90, 3, -9
- Cc1cc(=S)n(-c2ccccc2)n1C
    13, -4, ., -6, 2, -2.3, 0.3, 110, -2, 5
- Cc1cc(C(=O)NCc2ccco2)c2cc(F)ccc2n1
    -4, -6, -1, 4, -4, 0.8, -0.2, ., 4, 11
- FC(F)(F)c1cnc(Sc2ncn[nH]2)c(Cl)c1
    6, -22, 0, 3, 0, -1.0, 0.2, 100, -6, 21
- Cc1cc(N2CCN(C)CC2)nc2ccc(NC(=O)CCC(=O)NCCCOC(C)C)cc12
    20, -2, 0, 3, -3, -3.8, 0.5, 90, 2, 4
- O=C(O)C1Cc2ccccc2CN1C(=O)CCl (centres undefined)
    16, -3, 0, -3, -1, -3.3, 1.7, 98, 2, 17
- Cc1ccc(NC2=NCC(=O)N2Cc2cccs2)cc1C
    11, -5, 5, -4, 3, -2.4, 2.1, 103, -7, 3
- O=C(N[C@@H](Cc1ccccc1)C(=O)N1CCC2(CC1)NCCc1[nH]cnc12)c1cccc(F)c1
    6, -3, -2, -3, -5, -1.2, -0.9, 103, 3, 15
- COc1ccc(-c2csc(NC(=O)CN3C(=O)C4CC=CCC4C3=O)n2)cc1 (centres undefined)
    0, -5, 4, 1, 1, 0.0, 2.3, 103, -2, -1
- CCN(CC)S(=O)(=O)c1ccc(Cl)c(C(=O)OC)c1
    -22, -3, 0, -3, 6, 4.2, 0.2, 100, -1, 3
- COc1ccc(CCN2CC(C(=O)OCC(=O)N(C)CC(=O)Nc3ccccc3Cl)CC2=O)cc1OC (centres undefined)
    -8, -11, -1, 2, 4, 2.0, -1.4, ., -2, 16
